Pf Dd2 growth = P. falciparum Dd2 growth inhibition. SYBR Green, 72 h; active compounds read low. 2.3% of 94,000 active. activity change, % at 10 µM; in the data active = activity change below about -80%; inconclusive = no clear call, values can overlap the other calls
Tcruzi prolif = inhibitors of T. cruzi proliferation. 5.9% of 77,000 active. inhibition, % at 8.34 µM. T. cruzi beta-gal in NIH3T3, GalScreen luminescence, 90 h. AID 624255;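 active = mean inhibition above about 93%, with at least 55% of replicates each passing it, limit read from the data, passing the limit was not always enough; inconclusive = only one of those two conditions holds; inactive = neither condition holds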
KDM4C inh = inhibitors of human demethylase GASC-1 KDM4C; Q9H3R0; GST-KDM4C 2-372, H3K9me3 peptide, LANCE TR-FRET; inhibition, % at 12.5 µM; 0.15% of 96,000 active;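 active = mean replicate inhibition above about 25%, with at least 55% of replicates also reaching it, limit read from the data, passing the limit was not always enough; inconclusive = only one of those two conditions met; inactive = neither condition met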
Target sequence (Q9H3R0 2-372 limits assumed): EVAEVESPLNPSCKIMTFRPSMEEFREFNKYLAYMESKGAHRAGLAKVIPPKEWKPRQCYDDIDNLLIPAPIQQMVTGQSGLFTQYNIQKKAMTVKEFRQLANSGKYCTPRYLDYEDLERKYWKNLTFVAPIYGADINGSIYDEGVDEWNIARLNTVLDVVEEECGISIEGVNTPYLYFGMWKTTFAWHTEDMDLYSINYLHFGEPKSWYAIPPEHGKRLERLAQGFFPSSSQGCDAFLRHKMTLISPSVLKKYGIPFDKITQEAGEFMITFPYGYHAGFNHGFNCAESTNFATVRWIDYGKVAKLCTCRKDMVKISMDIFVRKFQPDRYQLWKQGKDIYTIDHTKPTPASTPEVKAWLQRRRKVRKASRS
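Test system: N-terminal GST-fused human GASC-1 (KDM4C) fragment, residues 2-372; quantity: GASC-1 enzyme at 10 nM final in reaction; dosing: single dose; schedule: 30 min demethylation and 1 h detection at room temperature; signal: LANCE TR-FRET, excitation 340 nm, emissions 618 and 671 nm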
C diff HTS = inhibitors of Clostridium difficile growth; Clostridium difficile clinical isolate growth, OD600, 24 h; active compounds read low; growth activity, negative = inhibition, % at 16 µg/mL (by protocol); 0.25% of 86,000 active; AID 1259249;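 active = mean growth activity at or below -80% and every replicate also at or below -80%; inconclusive = mean at or below -80% but some replicate above -80%; inactive = mean growth activity above -80%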;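 also: 0% = DMSO wells and -100% = levofloxacin 16 µg/mL wells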
Starred values were filed as active, the others as inactive; ? = inconclusive; . = not tested or not shown; & = joins results of further samples.

[1] CCC(=O)N[C@@H]1CC[C@@H](CCn2cc(CN(C)C)nn2)O[C@H]1CO
[2] O=C(C1CCCC1)N1CCCCN2[C@H](C1)[C@H](c1ccc(C#CC3CC3)cc1)[C@@H]2CO
[3] O=C(C[C@H]1C[C@H]2c3cc(NC(=O)NC4CCCCC4)ccc3O[C@H]2[C@@H](CO)O1)NC1CCCCC1
[4] C[C@H](O)C#Cc1ccc2c(c1)O[C@@H](CN(C)Cc1ccccc1)[C@@H](C)CN([C@H](C)CO)S2(=O)=O
[5] COc1cccc(S(=O)(=O)N2C[C@@H](O)COC[C@@H]3O[C@@H](CC(=O)N4CCN(C)CC4)CC[C@H]32)c1
[6] COc1ccc(C#Cc2cccc(-c3nc(C(=O)O)cc4c3[C@@H](CCO)N(S(=O)C(C)(C)C)C4)c2)cc1OC (stereo partly specified)
[7] C/C=C/c1cnc2c(c1)C(=O)N([C@H](C)CO)C[C@H](C)[C@@H](CN(C)C(=O)Nc1ccc(F)cc1)O2
[8] C[C@@H]1CN([C@@H](C)CO)C(=O)CCCn2nncc2CO[C@H]1CN(C)C

Screen / compound no.	1	2	3	4	5	6	7	8
Pf Dd2 growth	7	12	48	3	8	.	33	16
Tcruzi prolif	.	114*	.	-188	1	53	.	-16
KDM4C inh	1.8	.	-0.8	.	0.2	14	1.3	0.7
C diff HTS	-4	19	2	3	.	-2	2	-3

[9] Cc1ccc(S(=O)(=O)N[C@@H]2CC[C@@H](CCn3cc(-c4ccccc4F)nn3)O[C@H]2CO)cc1
[10] OC[C@H]1[C@H](c2ccc(C#Cc3ccccc3)cc2)[C@@H]2CN(Cc3cncnc3)CCCCN12
[11] O=C(N[C@@H]1CC[C@H](CCn2cc(Cc3ccccc3)nn2)O[C@H]1CO)c1cnccn1
[12] C[C@@H]1CCCCO[C@@H](CN(C)CC2CC2)[C@H](C)CN([C@H](C)CO)C(=O)c2cc(NC(=O)Nc3ccc(F)cc3)ccc2O1
[13] COCC(=O)Nc1ccc2c(c1)OC[C@@H](C)N(Cc1ccncc1)C[C@@H](C)[C@@H](OC)CN(C)C2=O
[14] C[C@H](CO)N1C[C@H](C)[C@H](CN(C)C(=O)Nc2ccc(F)cc2)Oc2c(NS(=O)(=O)c3cn(C)cn3)cccc2C1=O
[15] CCCNC(=O)N1[C@H](CO)[C@H](c2ccc(-c3ccccc3)cc2)[C@@H]1CNC(C)=O
[16] C[C@@H]1CN([C@H](C)CO)C(=O)c2cccc(NC(=O)Nc3ccc4c(c3)OCO4)c2O[C@H]1CN(C)S(=O)(=O)c1ccccc1

Screen / compound no.	9	10	11	12	13	14	15	16
Pf Dd2 growth	-42	-27	-22	12	-13	9	-1	-6
Tcruzi prolif	.	104*	19	83	-18	3	14	55
KDM4C inh	0.2	-0.6	0.0	-2.5	0.3	0.1	1.8	9.4
C diff HTS	-7	11	2	3	-2	-1	2	-4

[17] COc1cccc(NC(=O)N(C)C[C@H]2Oc3cc(C#CC4(O)CCCC4)ccc3S(=O)(=O)N([C@H](C)CO)C[C@H]2C)c1
[18] Cc1noc(C)c1NC(=O)N[C@H]1C=C[C@@H](CC(=O)Nc2ccccc2)O[C@H]1CO
[19] CC(=O)N1[C@@H]2c3ccc(C4=CCCC4)c(=O)n3C[C@H]1[C@H](CO)[C@H]2C(=O)NCC1CC1
[20] O=C(c1cccnc1)N1CC[C@H]2[C@H](CO)Nc3ccc(-c4ccccc4)cc3[C@H]21
[21] COCC#Cc1ccc([C@@H]2[C@H](CO)N3C(=O)CN(C(=O)Nc4ccc(F)cc4)C[C@@H]23)cc1
[22] COCC(=O)N1[C@@H]2c3ccc(C4=CCCCC4)c(=O)n3C[C@@H]2[C@@H](CO)[C@@H]1C(=O)N1CCOCC1
[23] CO[C@H]1CC[C@@H]2CCN(C)C(=O)[C@@H](C)CN(C)C(=O)c3cc(C#N)ccc3OC[C@H]1O2
[24] Cc1ccc(S(=O)(=O)N(C)C[C@@H]2OCCCC[C@H](C)Oc3ccc(N(C)C)cc3C(=O)N([C@H](C)CO)C[C@H]2C)cc1

Screen / compound no.	17	18	19	20	21	22	23	24
Pf Dd2 growth	-57	.	44	-26	11	.	.	?
Tcruzi prolif	.	.	.	63	.	-36	-3	88
KDM4C inh	-1.0	-0.1	1.4	-1.4	-0.3	0.1	-0.1	0.1
C diff HTS	0	0	2	6	2	0	-7	0

[25] C[C@@H]1CN([C@@H](C)CO)C(=O)c2cc(NC(=O)C3CCCCC3)ccc2O[C@@H]1CN(C)C(=O)Nc1ccccc1
[26] COc1ccc(NC(=O)N(C)C[C@@H]2OCCCC[C@@H](C)Oc3ccc(NC(=O)Cc4ccccc4)cc3C(=O)N([C@H](C)CO)C[C@H]2C)cc1
[27] C[C@H](CO)N1C[C@H](C)[C@H](CN(C)C(=O)NC2CCCCC2)Oc2ncc(-c3cccc(F)c3)cc2C1=O
[28] C[C@H]1CN([C@@H](C)CO)C(=O)Cc2cc(NC(=O)Nc3ccccc3)ccc2O[C@@H]1CN(C)C(=O)NC1CCCCC1
[29] C[C@H]1CN([C@@H](C)CO)C(=O)c2ccccc2-c2ccccc2CO[C@H]1CN(C)C(=O)Nc1ccccc1
[30] O=C(C1CCOCC1)N1CC2(C1)[C@H](c1ccccc1)[C@H](CO)N2Cc1ccccc1F
[31] C[C@H]1CN([C@@H](C)CO)C(=O)CCCn2cc(nn2)CO[C@H]1CN(C)C(=O)c1ccc2ccn(C)c2c1
[32] O=S(=O)(c1ccccc1)N1CCCCN2[C@@H](CO)[C@H](c3ccc(C#Cc4cccnc4)cc3)[C@@H]2C1

Screen / compound no.	25	26	27	28	29	30	31	32
Pf Dd2 growth	4	-65	13	-11	30	-6	6	-4
Tcruzi prolif	13	46	-6	45	35	.	-132	91
KDM4C inh	0.9	0.6	-1.5	-0.7	0.7	-0.1	0.5	0.4
C diff HTS	-1	-1	-6	-2	.	-2	-3	2

A second format for 4 compounds above:
#	molecule	Pf Dd2 growth	Tcruzi prolif	KDM4C inh	C diff HTS
29	C[C@H]1CN([C@@H](C)CO)C(=O)c2ccccc2-c2ccccc2CO[C@H]1CN(C)C(=O)Nc1ccccc1	30	35	0.7	.
28	C[C@H]1CN([C@@H](C)CO)C(=O)Cc2cc(NC(=O)Nc3ccccc3)ccc2O[C@@H]1CN(C)C(=O)NC1CCCCC1	-11	45	-0.7	-2
31	C[C@H]1CN([C@@H](C)CO)C(=O)CCCn2cc(nn2)CO[C@H]1CN(C)C(=O)c1ccc2ccn(C)c2c1	6	-132	0.5	-3
32	O=S(=O)(c1ccccc1)N1CCCCN2[C@@H](CO)[C@H](c3ccc(C#Cc4cccnc4)cc3)[C@@H]2C1	-4	91	0.4	2

(next part)
[33] Cc1noc(C)c1NC(=O)Nc1ccc2c(c1)C(=O)N([C@H](C)CO)C[C@@H](C)[C@@H](CN(C)CC1CCCCC1)OCCCC[C@@H](C)O2
[34] Cc1noc(C)c1S(=O)(=O)Nc1cccc2c1O[C@H](CN(C)Cc1ccc(C(F)(F)F)cc1)[C@H](C)CN([C@H](C)CO)C2=O
[35] CN1[C@@H]2c3ccc(-c4ccc(F)cc4)c(=O)n3C[C@H]1[C@H](CO)[C@H]2C(=O)NC1CCCCC1
[36] C[C@H](CO)N1C[C@H](C)[C@@H](CN(C)S(=O)(=O)c2ccccc2)OCCCC[C@H](C)Oc2ccc(NC(=O)c3ccncc3)cc2C1=O
[37] C[C@@H]1CN([C@H](C)CO)C(=O)c2cccc(NS(=O)(=O)c3ccc(Cl)cc3)c2O[C@@H]1CN(C)S(C)(=O)=O
[38] CC(C)NC(=O)N(C)C[C@H]1OCc2ccccc2-c2c(n(C)c3ccccc23)C(=O)N([C@H](C)CO)C[C@H]1C
[39] C[C@@H]1CN([C@@H](C)CO)C(=O)c2ccccc2-c2ccccc2CO[C@@H]1CN(C)Cc1cccc(C(F)(F)F)c1
[40] CN(C)C(=O)c1cccc(-c2ccc(C3[C@@H]4CN(S(=O)(=O)Cc5ccccc5)C[C@H]3N4)cc2)c1 (stereo partly specified)

Screen / compound no.	33	34	35	36	37	38	39	40
Pf Dd2 growth	-3	-22	9	-17	-37	34	-82*	6
Tcruzi prolif	-14	87	24	.	13	-42	.	.
KDM4C inh	1.7	12	1.2	0.9	0.1	-0.3	-0.2	0.9
C diff HTS	5	4	-3	-2	-4	.	18	-4

[41] O=C(C[C@@H]1CC[C@@H]2NC[C@@H](O)COC[C@H]2O1)NCCN1CCCCC1
[42] C[C@@H]1CN([C@@H](C)CO)C(=O)c2cc(NC(=O)c3ccncc3)ccc2O[C@@H](C)CCCCO[C@H]1CN(C)C(=O)C1CCCCC1
[43] O=C(CN1CCOCC1)NCC[C@H]1CC[C@H](NC(=O)Nc2ccc(F)cc2)[C@H](CO)O1
[44] Cc1noc(C)c1S(=O)(=O)Nc1ccc2c(c1)C(=O)N([C@@H](C)CO)C[C@H](C)[C@H](CN(C)C)OCCCC[C@H](C)O2
[45] O=C(NCC[C@H]1CC[C@@H](NS(=O)(=O)c2cccc(F)c2)[C@@H](CO)O1)C1CC1
[46] C/C=C/c1ccc2c(c1)O[C@@H](CN(C)C(=O)c1ccc(F)cc1)[C@H](C)CN([C@@H](C)CO)S2(=O)=O
[47] C[C@@H]1CN([C@H](C)CO)C(=O)c2cccc(N(C)C)c2O[C@@H]1CN(C)Cc1ccc(Cl)c(Cl)c1
[48] O=C(C[C@H]1CC[C@@H]2[C@H](COC[C@@H](O)CN2Cc2ccc(Oc3ccccc3)cc2)O1)N1CCCCC1

Screen / compound no.	41	42	43	44	45	46	47	48
Pf Dd2 growth	8	.	-9	21	-36	-19	1	-35
Tcruzi prolif	-24	8	-5	28	-72	.	5	42
KDM4C inh	-2.2	1.3	69*	1.7	-1.7	-0.9	-1.0	-0.2
C diff HTS	12&-6	-1	-4	3	.	.	2	-2

[49] C[C@H]1CN([C@@H](C)CO)C(=O)Cc2cc(NC(=O)Nc3ccc(F)cc3)ccc2O[C@@H]1CN(C)Cc1ccc(Oc2ccccc2)cc1
[50] COCC(=O)Nc1ccc2c(c1)[C@H]1C[C@@H](CC(=O)NCc3ccccc3OC)O[C@H](CO)[C@H]1O2
[51] CCCNC(=O)C[C@@H]1C[C@H]2c3cc(N(C)C)ccc3O[C@H]2[C@@H](CO)O1
[52] C[C@H]1CN([C@@H](C)CO)C(=O)c2c(c3ccccc3n2C)-c2ccccc2CO[C@@H]1CN(C)C(=O)c1ccccc1
[53] C[C@@H]1CN([C@@H](C)CO)C(=O)c2cc(C#CC3CCCCC3)cnc2O[C@@H]1CN(C)C(=O)Nc1ccccc1
[54] O=C(C1CCOCC1)N1CC(=O)N2[C@H](C1)[C@@H](c1ccc(C#CC3CCCCC3)cc1)[C@@H]2CO
[55] C[C@@H]1CN([C@H](C)CO)C(=O)c2cc(NC(=O)C3CCCCC3)ccc2O[C@@H]1CN(C)Cc1ccc(C(F)(F)F)cc1
[56] CO[C@@H]1CN(C)C(=O)c2cc(NC(C)=O)ccc2OC[C@H](C)N(C(=O)CN(C)C)C[C@@H]1C

Screen / compound no.	49	50	51	52	53	54	55	56
Pf Dd2 growth	-24	-7	10	-56	-28	-23	41	.
Tcruzi prolif	45	1	28	-22	.	.	10	-21
KDM4C inh	-2.7	-0.7	28*	-1.9	-0.7	-1.8	0.2	1.6
C diff HTS	37	-5	-2	.	11	53	18	-2

[57] CC(=O)NC[C@H]1[C@H](c2ccc(-c3cccc(F)c3)cc2)[C@H](CO)N1C(C)=O
[58] O=C(Nc1ccccc1F)N1C[C@@H]2[C@H](c3ccccc31)[C@@H](CO)N2C(=O)Cc1ccccc1
[59] C[C@@H]1CCCCO[C@H](CN(C)C(=O)C2CCCCC2)[C@@H](C)CN([C@@H](C)CO)C(=O)c2cc(NC(=O)NC3CCCCC3)ccc2O1
[60] C[C@H](CO)N1C[C@H](C)[C@H](CN(C)Cc2ccc(C(F)(F)F)cc2)Oc2ccc(NS(=O)(=O)c3ccc(F)cc3)cc2C1=O
[61] COc1ccc(S(=O)(=O)Nc2ccc3c(c2)CC(=O)N([C@@H](C)CO)C[C@H](C)[C@H](CN(C)CC2CCCCC2)O3)cc1

Screen / compound no.	57	58	59	60	61
Pf Dd2 growth	11	-5	-79	11	20
Tcruzi prolif	9	20	80	46	42
KDM4C inh	1.6	0.4	-0.2	0.4	-1.6
C diff HTS	-8	0	11	-6	-9

Bioassay records from PubChem.
